Screening data as filed in PubChem BioAssay.
MmCpn inh: Inhibitors of TCP-1 ring complex (TRiC) of Methanococcus maripaludis (MmCpn): qHTS. purified Mm-Cpn ATPase, ADP Transcreener TR-FRET. Potency, µM (series often up to 76.9 µM), for inactives: at the top dose activity, negative = inhibition, actives largely listed as inhibitors. hit rate 0.031% among 330,000. AID 504842, 2011; active = well fitted inhibition curve with a large enough effect; note: nearly all actives have a fitted effect of over 80% in size
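Eu-cryptate anti-ADP/ADP-d2 competition gives a ratio inversely related to ADP. Enzyme at 25 nM was pre-exposed to compound for 10 min, then given 10 uM ATP for 30 min, 37°C throughout.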
* = called active by the depositor; [ ] = another dose, or the depositor's remark. % is set by controls: 0 for no effect and ±100 for the full control effect; potency is the fitted concentration of half-maximal effect. Some of the compounds tested. The share of hits here may be higher or lower than overall.

SMILES	MmCpn inh
O=C(NCCOc1cccnc1)c1ccc(OC2CCN(Cc3ccccn3)CC2)cc1	1%
N=C1C(c2nc3ccccc3[nH]2)=C(O)CN1NC(=O)COc1cccc(F)c1	1%
Clc1ccc(-c2c[n+](Cc3ccc(Cl)c(Cl)c3)c3n2CCC3)cc1	-1%
COc1ccc(-n2nnc3c(SCC(=O)Nc4ccc5c(c4)OCCO5)ncnc32)cc1	-20%
Cc1ccc(-c2nc3c(c(=O)[nH]c(=O)n3Cc3ccccc3)n2C)s1	-1%
CC(C)(C)c1ccc(/C=N/NC(=S)Nc2cccnc2)cc1	-3%
Cc1ccc(C(=O)NNC(=O)CSc2nnc(-c3ccncc3)n2-c2ccc(C)cc2)cc1	2%
Cc1ccc(C(=O)Nc2cc(Cl)ccc2OC(=O)c2ccc(C)cc2)cc1	3%
COc1cc2nc(N(C)CCCNC(=O)C3CCCO3)nc(N)c2cc1OC (stereo unspecified)	-5%
Cc1cccc(NC(=O)C2CC(=O)NC(Nc3nc4ccccc4s3)=N2)c1 (stereo unspecified)	1%
CC1(C)CC(=O)C2=C(C1)O[C@@]1(c3ccsc3)Cc3cc(C#N)ccc3C2O1	-1%[15.4 µM]
O=S(=O)(c1cccc(S(=O)(=O)N2CCC(N3CCCCC3)CC2)c1)N1CCOCC1	0%
COCCN1C(=O)C(=O)/C(=C(/O)c2ccc(S(=O)(=O)N3CCOCC3)cc2)C1c1ccc(C(C)C)cc1 (stereo unspecified)	0%
Cc1ccc(NC(=O)Cc2ccccc2)c(C)c1	1%
Cc1ccc2c(c1)C1CCCC3C1N2CC(=O)N3Cc1ccccc1 (stereo unspecified)	-1%
O=C(C1=C(O)C(=O)N(CCCN2CCOCC2)C1c1ccncc1)c1cc2ccccc2o1 (stereo unspecified)	-7%
COc1ccc(Nc2cc(O)c3ncccc3c2)cc1	-2%
c1ccc(-n2ncc3c(N4CCN(c5ccccn5)CC4)nc(N4CCOCC4)nc32)cc1	-1%
CN1CCN(CC(O)c2ccccc2)CC1 (stereo unspecified)	-2%
COc1cc(NC(=O)c2ccc(C)c([N+](=O)[O-])c2)ccc1NC(=O)c1ccco1	4%
CCOC(=O)c1cnc2cc(F)c(F)cc2c1N1CCN(C)CC1	0%
CN1CCc2c(sc(NC(=O)c3ccc4ccccc4c3)c2C(N)=O)C1	2%
CCOC(=O)c1ccc2c(c1)nc(COc1ccccc1C#N)n2CC	-1%
CC(=O)C1C(=O)c2c(cccc2[N+](=O)[O-])C1=Nc1ccccc1C (stereo unspecified)	-4%
Cn1c2cc(B(O)O)sc2c2cnn(Cc3ccccc3F)c(=O)c21	-1%

The last 2 compounds of the section before are carried over, then new ones follow.
SMILES	MmCpn inh
CC(=O)C1C(=O)c2c(cccc2[N+](=O)[O-])C1=Nc1ccccc1C (stereo unspecified)	-4%
Cn1c2cc(B(O)O)sc2c2cnn(Cc3ccccc3F)c(=O)c21	-1%
Cc1ccccc1C1C2=C(Nc3[nH]n(-c4ccccc4)c(=O)c31)c1ccccc1C2=O (stereo unspecified)	-3%
COC(=O)c1cc2c([nH]c3ccccc32)c(C)n1	0%
COc1ccc(OC)c(N/C(=N\c2nc(C)cc(C)n2)NC(=O)c2ccco2)c1	0%
CCCn1c(C)cc(C(=O)CSc2nnc3n(CCC)c(=O)c4ccccc4n23)c1C	0%
O=C(CSc1ccc2nnc(-c3ccncc3)n2n1)N1CCc2ccccc21	-2%
COc1cccc(/C=C2\SC(=S)N(NS(=O)(=O)c3ccc(C)cc3)C2=O)c1OC	2%
CC1C/C=C/C=C/C=C/C=C/C(O[C@@H]2O[C@H](C)[C@@H](O)[C@H](N)[C@@H]2O)CC2OC(O)(CC(O)CC3OC3/C=C/C(=O)O1)CC(O)C2C(=O)O (stereo partly specified)	-1%
O=C1CCc2cc(S(=O)(=O)NC(Cc3ccccc3)C(=O)NC3CCCCC3)ccc2N1 (stereo unspecified)	1%
CCn1ncc(Cl)c1C(=O)Nc1ccc2c(c1)CCC2	-6%
Cc1ccc(CNC(=O)/C(C#N)=C\c2ccc(N(C)C)cc2)cc1	1%
CC1(C)C(=O)CC[C@@]2(C)[C@H]1CC[C@@]1(C)CC3=C(CC[C@@H]12)[C@@]1(C)CCC(=O)C(C)(C)[C@@H]1CC3	-2%
Cc1ccc2oc(=O)c3cc(C(=O)N4CCN(C(=O)c5ccco5)CC4)sc3c2c1	1%
CC1(C)CC[C@@]2(C(=O)O)C(C1)C1=CCC3[C@@]4(C)CC[C@H](O)C(C)(C)C4CC[C@@]3(C)[C@]1(C)C[C@H]2O (stereo partly specified)	-1%
COc1ccc2nc3n(c(=O)c2c1)-c1ccc(Cl)cc1C(=O)NC3Cc1ccccc1 (stereo unspecified)	-2%
Cc1occc1-c1nnc(SCC(=O)N2CCN(c3ccccc3F)CC2)n1C	-1%
O=S(=O)(O)C1CCNCC1	1%
O=c1c2c3c(sc2n2cnnc2n1C1CCCCC1)CCC3	0%
O=C(CC(Sc1ccc(Br)cc1)C(=O)O)c1ccc(Br)cc1 (stereo unspecified)	-2%
c1ccc2c(c1)nnn1c3ccccc3nc21	0%
CN(C)CCCNc1c2c(c(C#N)c3nc4ccccc4n13)CCC2	-1%
Cn1c(=O)c2c(nc(N3CCN(Cc4ccccc4)CC3)n2CCSc2ncccn2)n(C)c1=O	-3%
Cc1c(C(=O)NN2CCCCC2)nn(-c2ccc(Cl)cc2Cl)c1-c1ccc(I)cc1	0%
c1cc2c(cc1OCCNC1CCCC1)CCC2	-2%
CCOc1cccc(C2c3c(oc4ccccc4c3=O)C(=O)N2c2ccccn2)c1 (stereo unspecified)	1%
Cc1cc(C(=O)COC(=O)c2ccc(Br)o2)c(C)n1Cc1ccco1	-3%

Next entries:
SMILES	MmCpn inh
C[n+]1nc(Nc2cccc3ccccc23)sc1-c1ccc(C(=O)O)cc1	-1%
O=[N+]([O-])c1ccc2sc(SCc3nc4ccccn4c3Br)nc2c1	0%
Cc1nn(-c2ccccc2)c(Cl)c1/C=N/NC(=O)CNc1n[nH]c(=O)[nH]c1=O	1%
CC1C(=O)CC(c2ccco2)NC1c1ccco1 (stereo unspecified)	4%
O=C(NC1CCCCC1)c1ccc(S(=O)(=O)c2ccccc2Cl)c([N+](=O)[O-])c1	-11%
CC(C)(C)c1ccc(C(CC(=O)O)NC(=O)Cc2ccc(F)cc2)cc1 (stereo unspecified)	0%
Cc1nn(Cc2ccccc2Cl)c(C)c1NC(=O)CSc1n[nH]c(C)c1[N+](=O)[O-]	1%
O=C1CCCCCN1CP(=O)(O)CN1CCOCC1	2%
O=C1NC(Cc2ccccc2)c2nc3ccccc3c(=O)n2-c2cc(Cl)ccc21 (stereo unspecified)	-1%
COc1cc(/C=C(\C#N)c2nc3c(s2)CCCC3)ccc1O	-3%
CN(C)c1ccc(/C=C(\C#N)C(=O)NCc2ccco2)cc1	-1%
Cn1c(=O)c2c(SCc3ccccc3)nc(-c3ccco3)nc2n(C)c1=O	-4%
CCC(=O)N1C(=O)C2(Nc3ccccc3N2)c2ccccc21	5%
Cc1ccc2nc(Nc3nc(=O)c4ccccc4n3C)nc(C)c2c1	-7%
CCCCn1c(C)cc2c(c1=O)C1O[C@](c3ccsc3)(Cc3ccccc31)O2	-6%[15.4 µM]
COc1cccc(C(=O)CC(=O)C(=O)Nc2cc(OC)c(OC)c(OC)c2)c1	-1%
COc1ccc(CNC(=O)C/C(C)=N/NC(=O)c2cc(OC)cc(OC)c2)cc1	0%
Cc1ccc(S(=O)(=O)n2c3ccc(F)cc3c3nc(C)sc32)cc1	0%
O=[N+]([O-])/C(=C\Nc1ccccc1Cl)S(=O)(=O)c1ccccc1	-2%
Nc1[nH]n2c(=O)cc(-c3ccccc3)nc2c1N=Nc1ccc2c(c1)OCO2	0%
O=c1c2cc(N3CCOCC3)ccc2[nH]c(=S)n1CCCN1CCN(c2ccccc2F)CC1	-14%
COCCCn1c(=NC(=O)c2ccc3c(c2)OCO3)c(C#N)cc2c(=O)n3cccc(C)c3nc21	1%
Nc1nnc(-c2cc3c(ccc4ccccc43)oc2=O)s1	0%
CC(C)NCCCCOc1ccccc1-c1ccccc1	0%
Cc1ccc2sc(NNC(=O)c3cc(-c4cccs4)nc4ccccc34)nc2c1C	0%

18 consecutive records out of the list so far, for reference:
SMILES	MmCpn inh
O=[N+]([O-])c1ccc2sc(SCc3nc4ccccn4c3Br)nc2c1	0%
Cc1nn(-c2ccccc2)c(Cl)c1/C=N/NC(=O)CNc1n[nH]c(=O)[nH]c1=O	1%
CC1C(=O)CC(c2ccco2)NC1c1ccco1 (stereo unspecified)	4%
O=C(NC1CCCCC1)c1ccc(S(=O)(=O)c2ccccc2Cl)c([N+](=O)[O-])c1	-11%
CC(C)(C)c1ccc(C(CC(=O)O)NC(=O)Cc2ccc(F)cc2)cc1 (stereo unspecified)	0%
Cc1nn(Cc2ccccc2Cl)c(C)c1NC(=O)CSc1n[nH]c(C)c1[N+](=O)[O-]	1%
O=C1CCCCCN1CP(=O)(O)CN1CCOCC1	2%
O=C1NC(Cc2ccccc2)c2nc3ccccc3c(=O)n2-c2cc(Cl)ccc21 (stereo unspecified)	-1%
COc1cc(/C=C(\C#N)c2nc3c(s2)CCCC3)ccc1O	-3%
CN(C)c1ccc(/C=C(\C#N)C(=O)NCc2ccco2)cc1	-1%
Cn1c(=O)c2c(SCc3ccccc3)nc(-c3ccco3)nc2n(C)c1=O	-4%
CCC(=O)N1C(=O)C2(Nc3ccccc3N2)c2ccccc21	5%
Cc1ccc2nc(Nc3nc(=O)c4ccccc4n3C)nc(C)c2c1	-7%
CCCCn1c(C)cc2c(c1=O)C1O[C@](c3ccsc3)(Cc3ccccc31)O2	-6%[15.4 µM]
COc1cccc(C(=O)CC(=O)C(=O)Nc2cc(OC)c(OC)c(OC)c2)c1	-1%
COc1ccc(CNC(=O)C/C(C)=N/NC(=O)c2cc(OC)cc(OC)c2)cc1	0%
Cc1ccc(S(=O)(=O)n2c3ccc(F)cc3c3nc(C)sc32)cc1	0%
O=[N+]([O-])/C(=C\Nc1ccccc1Cl)S(=O)(=O)c1ccccc1	-2%

Additional records
SMILES	MmCpn inh
COc1ccc(C(=O)/C(=C\c2sccc2C)c2nc3ccccc3o2)cc1	-5%
COc1ccc(Nc2nc(-c3sc(NC(C)=O)nc3C)cs2)cc1	-1%
COc1cccc(C2C(C(=O)c3cccs3)=C(O)C(=O)N2CCCn2ccnc2)c1OC (stereo unspecified)	1%
Nc1c(C(=O)c2ccco2)oc2ccccc12	-2%
CCOC(=O)c1c(C)[nH]c(C(=O)COC(=O)c2cn(CC)c3nc(C)ccc3c2=O)c1C	-1%
CCOC(=O)c1cc(OC(=O)c2cccnc2)n(-c2ccccc2)n1	-1%
COCC(=O)Nc1ccc(C(=O)Nc2ccccc2Cl)cc1	1%
C[C@@H](C(=O)N1CCN(C(=O)OC(C)(C)C)CC1)n1cc(-c2cn([C@@H](C)C(=O)N3CCN(C(=O)OC(C)(C)C)CC3)nn2)nn1	-1%
COc1ccccc1N1C(=O)C2ON(c3ccccc3)C(c3ccc(N(C)C)cc3)C2C1=O (stereo unspecified)	1%
Cc1nc(/N=C(\N)Nc2ccccc2)nc2ccccc12	1%
O=c1ccc2ccc(Oc3ccc([N+](=O)[O-])cc3[N+](=O)[O-])cc2o1	-2%
Cc1ccc(C)n1-c1ccc(-c2nnco2)cc1	0%
CCCCNS(=O)(=O)c1ccc2nc(-c3cccnc3)cc(C(=O)NCCCN(CC)CC)c2c1	0%
COc1ccc(OC)c(Nc2nc(N)nc(CSc3nnc(-c4ccncc4)o3)n2)c1	-3%
ClCc1csc(N/N=C/c2cccs2)n1	-6%
Cc1c(N=C2NC(=O)/C(=C/c3cccc([N+](=O)[O-])c3)S2)c(=O)n(-c2ccccc2)n1C	0%
S=c1[nH]nc(-c2ccncc2)n1/N=C/c1cccc2ccccc12	-2%
c1ccc2[nH]c(SN3CCOCC3)nc2c1	0%
CCOC(=O)C1Cc2cc3c(cc2C1=O)CC(C(=O)OCC)C3=O (stereo unspecified)	-7%
Cc1ccc(OCCN2CCN(CC(O)Cn3c4ccccc4c4ccccc43)CC2)cc1 (stereo unspecified)	0%
[O-][n+]1onc2c1CCC(=N/O)/C2=N\Nc1ccccc1	-3%
O=C(NC1CC2CCCC(C1)N2C1CC1)NC12CC3CC(CC(C3)C1)C2 (stereo unspecified)	1%
COc1ccc(-c2[nH]n(-c3ccc([N+](=O)[O-])cc3)c(=O)c2C=NCCN2CCNCC2)cc1	-1%
CC(=O)Nc1cccc(C(=O)/C=C/c2ccc(/C=C/C(=O)c3cccc(NC(C)=O)c3)cc2)c1	-2%
Cc1nc(NC2=NCN(Cc3ccccc3)CN2)nc2ccccc12	0%

Going on with the list:
SMILES	MmCpn inh
CCOc1cc(N2CCOCC2)c(OCC)cc1NC(=O)COc1ccc2ccc(=O)oc2c1	-2%
COCCNC(=O)/C(C#N)=c1\s/c(=C\c2ccccc2OC(F)F)c(=O)n1Cc1ccccc1	0%
CN(C)c1ccc(C2CC(c3ccccc3)=Nc3nc(-c4ccccc4)cn32)cc1 (stereo unspecified)	-1%
C=C1C=C(C(F)F)n2ncc(C(=O)Nc3ccc(C(C)CC)cc3)c2N1 (stereo unspecified)	1%
O=C(/C=C/c1ccc(Br)o1)Nc1nnc(C2CC2)s1	-2%
COc1ccc(/C=C2/SC(=O)N(CCC(=O)Nc3ccc(C)cc3)C2=O)cc1OC	-3%
Cc1ccc(CN2C(=O)N/C(=C/c3ccc4c(c3)n(C)c(=O)n4C)C2=O)cc1	-5%
O=C(NC(=S)Nc1ccc2c(c1)C(=O)c1ccccc1C2=O)c1ccc(F)cc1	-3%
COc1ccc(C2C3=C(Nc4ncnn42)c2ccccc2CC3)cc1OC (stereo unspecified)	-1%
N#Cc1cc2c(nc1SCc1nc3ccccc3[nH]1)CCC2	-7%
O=S1(=O)CCOCCN1Cc1ccc(Cl)cc1Cl	-3%
Cc1ccc(C(=O)C2=C(O)C(=O)N(CCN3CCOCC3)C2c2ccccn2)o1 (stereo unspecified)	2%
COc1ccc(C2=NN(C(=O)c3ccccc3)C(c3ccc(OC)c(OC)c3)C2)c(OC(C)=O)c1 (stereo unspecified)	-1%
CCCCCCCCNC(=O)c1ccc(C)cc1	1%
Oc1ccc(COCc2ccc(F)cc2)c2cccnc12	1%
